HKDC1 inhibitor: inhibitors of human hexokinase HKDC1. Q2TB90. recombinant HKDC1, G6PDH/diaphorase resazurin coupled fluorescence. inhibition, % at 20 µM. 340,000 compounds, 0.16% hits;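 active means inhibition above about 35% when tested at 20 µM, limit read from the data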;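 further: plate controls were DMSO wells with enzyme for no effect and DMSO wells lacking enzyme for full effect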
Target sequence (Q2TB90 whole entry, looked up): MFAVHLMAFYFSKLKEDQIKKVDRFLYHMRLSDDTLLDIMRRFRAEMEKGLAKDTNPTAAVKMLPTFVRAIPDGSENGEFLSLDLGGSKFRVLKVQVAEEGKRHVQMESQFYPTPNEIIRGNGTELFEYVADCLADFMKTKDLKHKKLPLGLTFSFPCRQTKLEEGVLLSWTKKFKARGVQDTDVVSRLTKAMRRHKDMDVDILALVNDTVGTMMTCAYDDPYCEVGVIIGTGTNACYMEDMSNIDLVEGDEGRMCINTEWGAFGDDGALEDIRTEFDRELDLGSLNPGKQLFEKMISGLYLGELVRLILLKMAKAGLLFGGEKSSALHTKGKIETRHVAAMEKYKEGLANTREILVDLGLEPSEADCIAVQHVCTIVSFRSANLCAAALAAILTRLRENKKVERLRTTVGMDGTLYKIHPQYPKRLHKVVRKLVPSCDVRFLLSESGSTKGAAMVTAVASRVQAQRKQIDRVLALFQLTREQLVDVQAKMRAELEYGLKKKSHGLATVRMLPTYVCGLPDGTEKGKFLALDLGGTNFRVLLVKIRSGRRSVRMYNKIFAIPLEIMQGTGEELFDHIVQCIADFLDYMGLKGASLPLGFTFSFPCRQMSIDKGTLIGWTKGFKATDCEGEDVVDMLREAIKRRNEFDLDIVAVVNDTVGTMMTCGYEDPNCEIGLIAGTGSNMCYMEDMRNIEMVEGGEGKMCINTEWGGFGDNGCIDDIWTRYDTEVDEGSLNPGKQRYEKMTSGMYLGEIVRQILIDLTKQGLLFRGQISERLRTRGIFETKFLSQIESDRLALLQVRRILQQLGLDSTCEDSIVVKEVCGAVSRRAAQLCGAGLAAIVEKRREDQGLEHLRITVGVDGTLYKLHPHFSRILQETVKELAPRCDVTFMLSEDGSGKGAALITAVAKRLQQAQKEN
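Material – in-house recombinant HK5 (HKDC1) enzyme · Quantity – HKDC1 at 5 µg/mL · Buffer or medium – pH 8.0 Tris buffer with 10 mM MgCl2 · Reagent – glucose with 1 mM ATP · Dosing – single 20 µM dose · Times – reaction time 90 min, room temperature, protected from light · Technique – resorufin fluorescence at 613 nm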
ATG4B inhibitor: inhibitors of human ATG4B cysteine protease. AID 504462. Q9Y4P1. 340,000 compounds, 0.51% hits. ATG4B cleavage of LC3-PLA2, NBD-HPC fluorescence, 1 h. inhibition, % at 8.33 µM; in the data active means inhibition above about 40%
PfG6PD inh: PfG6PD (Plasmodium falciparum) enzyme inhibition; 350,000 compounds, 0.78% hits; PfGluPho enzyme, NADPH resazurin-diaphorase fluorescence; AID 504690; inhibition, % at 20 µM;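 active means inhibition reaching at least a set limit at 20 µM in the primary screen, cut at about 59% in these data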;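 further: 0% = DMSO wells with substrate and 100% = DMSO wells lacking glucose-6-phosphate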
hIAP block: human IAP inhibition; P09923; purified IAP, CDP-Star luminescence, 30 min; inhibition, % at 10 µM; 330,000 compounds, 0.12% hits;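 active means inhibition reaching a set limit with compound at 10 µM in the primary screen, cut at about 35% in these data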;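 further: plate controls were DMSO wells with enzyme for no effect and no-enzyme buffer wells for full effect; values of inactives mirror those of a sister screen read the other way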
APOBEC3A inh: inhibitors of human APOBEC3A DNA deaminase; inhibition, % at 20 µM; recombinant A3A, FAM/TAMRA ssDNA deamination fluorescence; 330,000 compounds, 0.41% hits; AID 493011; P31941;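 active means at least 40% inhibition at 20 µM here, with at most 30% in a related deaminase screen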;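 further: plate controls were A3A with DMSO for no effect and wells lacking A3A enzyme for full effect; some results filed as inactive read as strong as hits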
mIAP block: blocks mouse intestinal alkaline phosphatase; purified mouse IAP, CDP-Star luminescence, 30 min; inhibition, % at 10 µM; 330,000 compounds, 0.2% hits; AID 2806;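 active means inhibition of at least 40% at 10 µM in the primary screen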;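 further: plate controls were DMSO with enzyme for no effect and no enzyme wells for full effect; values of inactives mirror those of a sister screen read the other way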
hIAP activ: human IAP activation; P09923; purified human IAP, CDP-Star luminescence, 30 min; hits give high values; 1 = vehicle-only enzyme, 0 = enzyme-free background; activation factor at 10 µM; 330,000 compounds, 0.16% hits;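 active means activation factor of the enzyme at least 2-fold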; further: the source names both 10 and 20 µM as test concentration; values of inactives mirror those of a sister screen read the other way
mIAP activ: increases mouse intestinal alkaline phosphatase activity; muIAP, CDP-Star luminescence, 30 min; hits give high values; 1 = vehicle-only enzyme signal, 0 = enzyme-free wells; activation factor at 10 µM; 330,000 compounds, 0.24% hits;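 active means activation factor of at least 2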; further: the source names both 10 and 20 µM as test concentration; values of inactives mirror those of a sister screen read the other way
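also added = chemiluminescent substrate CDP-Star | test system = mouse IAP enzyme | signal = chemiluminescence readout | compound = DMSO-dissolved test compounds | incubation = 30 min at room temperature | benchmarks = DMSO wells, no-enzyme wells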
An asterisk follows results filed as active; x = not tested or not shown.

1) C=CCOc1ccc(CNc2ccc(NC(=O)CCC)cc2)cc1OCC
2) CCOc1ccc(OCC)c(S(=O)(=O)NNC(=O)c2c(C)nc3ccccn23)c1
3) O=C(NCc1ccc(Cl)cc1)c1cc2c(s1)CS(=O)(=O)C2
4) O=C(CC12CC3CC(CC(Br)(C3)C1)C2)OCCN1CCCCC1
5) CCN(CC)S(=O)(=O)c1cccc(-c2nnc(SCC(=O)c3cc(C)n(C4CC4)c3C)o2)c1
6) CCn1c(SCC(=O)c2ccc(OC)cc2)nnc1C(C)NC(=O)c1ccc(OC)cc1 (configuration not stated)
7) O=C(CN(Cc1ccccc1)C1=NCCS1)c1ccccc1
8) CS(=O)(=O)N(CC(=O)NCc1ccc2c(c1)OCO2)C1CCCCC1
entry no.	1	2	3	4	5	6	7	8
HKDC1 inhibitor	-4	-4	-5	0	-1	-9	-3	-13
ATG4B inhibitor	0	3	13	10	-10	-10	-4	-8
PfG6PD inh	-8	-12	-4	0	16	5	7	-3
hIAP block	-10	17	-14	-10	4	-20	9	-1
APOBEC3A inh	1	-2	-2	-3	-6	2	-3	-1
mIAP block	-1	-2	4	-6	7	-12	2	-1
hIAP activ	1.1	0.83	1.1	1.1	0.96	1.2	0.91	1
mIAP activ	1	1	0.96	1.1	0.93	1.1	0.98	1

9) COc1ccc(C)cc1S(=O)(=O)NC(C)c1cnn(-c2ccccn2)c1C (configuration not stated)
10) Cc1ccc(N2CC(C(=O)NNC(=O)c3ccc(F)cc3)CC2=O)cc1 (configuration not stated)
11) O=C(CCCCn1c(=S)[nH]c2ccsc2c1=O)NCc1ccc2c(c1)OCO2
12) COc1cc(C2C(C#N)=C(N)OC3=C2C(=O)CC(C)(C)C3)cc([N+](=O)[O-])c1O (configuration not stated)
13) COc1ccc(CNC(=O)Cc2ccc(OC)c(S(=O)(=O)N3CCOCC3)c2)cc1
14) CN1C(=O)NC(c2cccc(O)c2)C(C(=O)c2cccs2)C1(O)C(F)(F)F (configuration not stated)
15) COCCNC(=O)c1cc2ncc(Br)cn2n1
16) O=C(NCCc1ccccc1)c1ccc(-n2cnnn2)cc1
entry no.	9	10	11	12	13	14	15	16
HKDC1 inhibitor	-7	-1	10	-7	-3	-13	-6	-6
ATG4B inhibitor	-3	7	1	3	2	6	10	-1
PfG6PD inh	11	-12	43	-4	-11	11	0	0
hIAP block	-26	5	1	-1	-12	0	17	-9
APOBEC3A inh	-5	-3	-5	-4	-2	-7	9	-9
mIAP block	0	16	0	-4	-1	3	-5	-13
hIAP activ	1.3	0.95	0.99	1	1.1	1	0.83	1.1
mIAP activ	1	0.83	1	1	1	0.97	1.1	1.1

17) Cc1cccc(-c2n[nH]c(=S)n2Cc2ccccc2)c1
18) O=C(c1cnn(Cc2ccccc2)c1)N1CCN(S(=O)(=O)/C=C/c2ccccc2)CC1
19) CC(OC(=O)CCCN=C1NS(=O)(=O)c2ccccc21)C(=O)NC1CCCCC1C (configuration not stated)
20) Cc1cc(F)ccc1N1CCC(N2CCN(C)C(CCO)C2)CC1 (configuration not stated)
21) COCCNC(=O)CCSc1nc(-c2ccc(OC)cc2)cc(C(F)(F)F)n1
22) Cc1cc(C)c2sc(N(CCCN(C)C)C(=O)c3ccc(S(=O)(=O)N(C)Cc4ccccc4)cc3)nc2c1
23) NC(=O)[C@@H]1CCCN1Cc1c(C(=O)N2CCc3ccccc3C2)nc2ccc(Cl)cn12
24) CCOC(=O)C1=C(Cn2ccc(C(F)(F)F)n2)NC(=O)NC1c1ccc2c(c1)OCO2 (configuration not stated)
entry no.	17	18	19	20	21	22	23	24
HKDC1 inhibitor	0	3	-7	-6	7	4	0	-1
ATG4B inhibitor	8	-5	2	1	-11	42*	11	5
PfG6PD inh	26	-19	1	2	2	3	8	2
hIAP block	-3	-7	9	-19	8	10	8	-11
APOBEC3A inh	0	-1	51*	1	-3	-2	-3	-3
mIAP block	6	-17	4	-4	9	14	10	-3
hIAP activ	1	1.1	0.91	1.2	0.92	0.9	0.92	1.1
mIAP activ	0.94	1.2	0.96	1	0.91	0.86	0.9	1

25) Nc1ccc(O)c([N+](=O)[O-])c1
26) CC(C)(C)OC(=O)C(Cc1ccc(OC(C)(C)C)cc1)NC(=O)CNC(=O)CNC(=O)OCc1ccccc1 (configuration not stated)
27) COC(=O)[C@H](CCSC)NC(=O)Nc1ccc(OC)c(Cl)c1
28) COc1cccc(CNC(=O)CN(C)S(=O)(=O)c2cnc[nH]2)c1
29) Cc1cc(Cl)ccc1OCC(O)CN1C(C)CCCC1C (configuration not stated)
30) O=C(O)COc1ccc(F)cc1Br
31) CC(C)n1c(-c2ccc(C(C)(C)C)cc2)n[nH]c1=S
32) O=C(C1CCCC1)N1CCC(CC2CC(c3cccc(Br)c3)=NO2)(C(=O)NCC2CCCCC2)CC1 (configuration not stated)
entry no.	25	26	27	28	29	30	31	32
HKDC1 inhibitor	11	0	-5	3	x	-6	16	5
ATG4B inhibitor	1	-7	0	7	x	1	4	2
PfG6PD inh	34	2	-3	3	x	-5	17	-8
hIAP block	15	-6	-21	-4	6	-1	3	9
APOBEC3A inh	1	1	-1	5	1	6	-2	-4
mIAP block	25	-11	-6	5	3	4	10	-1
hIAP activ	0.85	1.1	1.2	1	0.94	1	0.97	0.91
mIAP activ	0.75	1.1	1.1	0.95	0.97	0.96	0.9	1

From compound 28 as far as 32, copied from above:
28) COc1cccc(CNC(=O)CN(C)S(=O)(=O)c2cnc[nH]2)c1
29) Cc1cc(Cl)ccc1OCC(O)CN1C(C)CCCC1C (configuration not stated)
30) O=C(O)COc1ccc(F)cc1Br
31) CC(C)n1c(-c2ccc(C(C)(C)C)cc2)n[nH]c1=S
32) O=C(C1CCCC1)N1CCC(CC2CC(c3cccc(Br)c3)=NO2)(C(=O)NCC2CCCCC2)CC1 (configuration not stated)
entry no.	28	29	30	31	32
HKDC1 inhibitor	3	x	-6	16	5
ATG4B inhibitor	7	x	1	4	2
PfG6PD inh	3	x	-5	17	-8
hIAP block	-4	6	-1	3	9
APOBEC3A inh	5	1	6	-2	-4
mIAP block	5	3	4	10	-1
hIAP activ	1	0.94	1	0.97	0.91
mIAP activ	0.95	0.97	0.96	0.9	1

The listing continues:
33) Cc1cc(Cl)ccc1OCC(=O)NCC(c1cccs1)N1CCOCC1 (configuration not stated)
34) CC(=O)c1ccc(NC(=S)Nc2cccc3cnccc23)cc1
35) Nc1ncnc2c1ncn2CCNCCc1ccccc1
36) Clc1ccc(-c2ccccc2)cn1
37) Nc1c(C(=O)Nc2ccccc2)sc2ncc([N+](=O)[O-])cc12
38) Cc1ccc(S(=O)(=O)N(C)CCCC(=O)n2nc(C)cc2C)cc1
39) c1ccc(CCc2nc(-c3ccncc3)no2)cc1
40) COC(=O)CSc1nc(Cc2ccccc2)nc2ccccc12
entry no.	33	34	35	36	37	38	39	40
HKDC1 inhibitor	-7	8	0	-3	-10	-6	1	-4
ATG4B inhibitor	-20	2	-5	-9	-10	-10	-7	-3
PfG6PD inh	11	64*	-12	3	-5	2	12	-15
hIAP block	-8	6	17	13	6	-13	8	11
APOBEC3A inh	-1	0	-3	-4	-4	-3	-2	-4
mIAP block	-1	4	-1	5	2	-6	4	7
hIAP activ	1.1	0.94	0.83	0.87	0.94	1.1	0.93	0.89
mIAP activ	1	0.96	1	0.95	0.98	1.1	0.96	0.93

41) O=C(O)C1CCN(C(=O)CCc2ccccc2)CC1
42) C[C@H](NC(=O)c1ccccc1)C(=O)N1CCC2(CC1)NCCc1[nH]cnc12
43) Cc1ccc(/C=N/Nc2nnc(Cl)c3ccccc23)cc1
44) O=C(OCC(=O)N1CCCC1)c1cnc(Cl)c(Cl)c1
45) CSc1cccc(NC(=O)c2[nH]c(C)c(C(C)=O)c2C)c1
46) Cc1ccc(S(=O)(=O)N2CCN(C(=O)c3ccccn3)CC2)c(C)c1
47) Cn1cc(S(=O)(=O)N2CCNCC2)cc1C(N)=O
48) CCN(CC(=O)Nc1cc(OC)ccc1OC)Cc1nc2ccccc2c(=O)[nH]1
entry no.	41	42	43	44	45	46	47	48
HKDC1 inhibitor	-1	0	-7	-4	1	9	-5	1
ATG4B inhibitor	-2	-2	-9	-2	-11	-1	-4	-10
PfG6PD inh	2	1	2	-13	2	-11	-17	3
hIAP block	-14	-7	18	-6	12	4	-5	-62
APOBEC3A inh	-3	-5	-5	-4	-4	1	5	0
mIAP block	-4	3	10	-3	-9	-1	1	-10
hIAP activ	1.1	1.1	0.82	1.1	0.88	0.96	1.1	1.6
mIAP activ	1	0.97	0.9	1	1.1	1	0.99	1.1

49) O=C(O)[C@H]1CCCN1S(=O)(=O)c1cccc2cccnc12
50) CC(=O)C1=C(O)C(=O)N(c2ccc(O)cc2)C1c1ccccc1 (configuration not stated)
51) CCNC(=O)NC(=O)C(C)N1C(=O)NC(c2ccccc2)(c2ccccc2)C1=O (configuration not stated)
52) CCNc1nc(CC)nc2c1oc1ccccc12
53) CCOc1ccc(-c2noc(CCC(=O)O)n2)cc1
54) O=C(C[C@H]1C/C=C\CC[C@@H](Cc2ccc(F)cc2)C(=O)OC[C@H]2CCCN2C1=O)NCCO
55) c1ccc(C(c2nnnn2Cc2ccco2)N2CCN(c3nc4ccccc4s3)CC2)cc1 (configuration not stated)
56) COc1ccc(-c2cc(C(=O)c3c(N)n(C)c(=O)n(C)c3=O)c3ccccc3n2)cc1
entry no.	49	50	51	52	53	54	55	56
HKDC1 inhibitor	5	-2	-1	-8	-5	-5	-2	-3
ATG4B inhibitor	-12	-4	-7	2	-2	10	23	-17
PfG6PD inh	8	2	14	1	-13	2	15	0
hIAP block	10	6	13	0	-2	15	-11	6
APOBEC3A inh	0	3	-3	3	0	1	-17	0
mIAP block	10	6	-7	6	8	-6	-1	10
hIAP activ	0.9	0.94	0.87	1	1	0.85	1.1	0.94
mIAP activ	0.9	0.94	1.1	0.94	0.92	1.1	1	0.9

57) COC(=O)c1cn(NC(=O)c2cccc(N(C)C)c2)c(=O)c2ccccc12
58) CCOC(=O)c1sc2nc(C)nc(SCC(N)=O)c2c1C
59) CCN1C(=O)/C(=C/c2cccs2)S/C1=N\S(=O)(=O)c1ccc(C)cc1
60) Cc1sc2nc(CSC(C)C(=O)NC3(C#N)CCCCC3)[nH]c(=O)c2c1C (configuration not stated)
61) C=Cn1cc[n+](CC(=O)c2ccc(Br)s2)c1
62) O=C(C1Cc2ccccc2CN1S(=O)(=O)c1cccs1)N1CCCCCC1 (configuration not stated)
63) COC(=O)Cc1cc(=O)[nH]c(/N=C(\N)Nc2ccc(C(C)C)cc2)n1
64) COc1ccc(N2CCN(C(=O)c3ccc4c(=O)n5c(nc4c3)CCCCC5)CC2)cc1
entry no.	57	58	59	60	61	62	63	64
HKDC1 inhibitor	-1	10	-1	7	-6	0	-6	0
ATG4B inhibitor	1	-7	7	-9	3	-13	-5	-4
PfG6PD inh	-12	2	5	6	-10	8	12	7
hIAP block	-16	4	-38	0	-17	10	-54	11
APOBEC3A inh	-4	2	2	2	1	-4	1	1
mIAP block	7	6	1	5	7	-3	-20	2
hIAP activ	1.2	0.96	1.4	1	1.2	0.9	1.5	0.89
mIAP activ	0.93	0.94	0.99	0.95	0.93	1	1.2	0.98
